# TIM10 inh: TIM10 yeast growth inhibition | S. cerevisiae TIM10 strain growth, BacTiter-Glo luminescence, 24 h | inhibition, % at 10 µM | 330,000 compounds, 1.4% hits | AID 463195;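 active = inhibition of 40% or more at the single tested concentration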;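 also: wild-type TIM10 isogenic control strain grown at permissive 25 °C; 0% = DMSO yeast wells and 100% = minimal medium wells without yeast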
# tim10-1 inh: growth inhibitors of tim10-1 mutant yeast. S. cerevisiae tim10-1 ts strain growth, BacTiter-Glo, 24 h. AID 463190. inhibition, % at 20 µM. 330,000 compounds, 2.2% hits;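 active = inhibition of at least 40%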;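 also: mutant grown at 25 °C; 0% = DMSO wells with yeast and 100% = wells holding no yeast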
# XBP1 UPR activ: adaptive UPR (XBP1) activation; CHO-XBP1 luciferase reporter, IRE1-XBP1 UPR activation, luminescence; percent of tunicamycin response, DMSO as zero; activation, % at 20 µM; 330,000 compounds, 0.33% hits; AID 463104;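 active = versus positive control, 20 µM dose yields 30% or more activation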;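 also: 100% = tunicamycin at 10 µg/mL and 0% = DMSO only wells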
#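 assay system = CHO-XBP1 luciferase reporter cells | amount = 1000 cells/well | buffer or medium = F12 plus 10% FBS | compound dosing = single point, 20 µM final compound, 1% DMSO | incubation = 16-18 h cell attachment at 37 °C, then 6 h compound exposure | detection = Steady-Glo luminescence read | controls = tunicamycin 10 µg/mL and vehicle-only wells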
# UPR CHOP act: apoptotic UPR (CHOP) activation | CHO-CHOP luciferase reporter, luminescence; percent of tunicamycin response over DMSO baseline | activation, % at 10 µM | 330,000 compounds, 0.34% hits;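 active = at 10 µM dose, activation of 40% or more, normalized to positive control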;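 also: 100% = tunicamycin at 10 µg/mL and 0% = DMSO alone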
#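 assay system = CHO CHOP reporter cells | amount = 500 CHO-CHOP cells per well | buffer or medium = F12 with 10% FBS | incubation = 16-18 h cell attachment, then 6 h compound exposure, 37 °C | detection = luminescence read with Steady-Glo | read-out = percent activation relative to tunicamycin control | controls = tunicamycin high control, DMSO low control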
# GRIN3A LBD mod: NR3A (human) ligand-binding domain modulation; NR3A LBD differential scanning fluorimetry, Tm shift; 0% = protein alone, 100% = glycine-bound protein; Tm shift relative to glycine control, % at 25 µM; 340,000 compounds, 2.5% hits;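 active = melting temperature shift of at least 10% of the positive control shift, at one fixed dose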
# Mdm2 MdmX PPI: human Mdm2/MdmX binding inhibition. SaOS-2 split-luciferase Mdm2/MdmX complementation, luminescence. 330,000 compounds, 3% hits. O15151+Q00987. inhibition, % at 8 µM;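 active = inhibition of at least 50% at 8 µM in the primary screen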
# Target sequence (O15151 whole entry, looked up): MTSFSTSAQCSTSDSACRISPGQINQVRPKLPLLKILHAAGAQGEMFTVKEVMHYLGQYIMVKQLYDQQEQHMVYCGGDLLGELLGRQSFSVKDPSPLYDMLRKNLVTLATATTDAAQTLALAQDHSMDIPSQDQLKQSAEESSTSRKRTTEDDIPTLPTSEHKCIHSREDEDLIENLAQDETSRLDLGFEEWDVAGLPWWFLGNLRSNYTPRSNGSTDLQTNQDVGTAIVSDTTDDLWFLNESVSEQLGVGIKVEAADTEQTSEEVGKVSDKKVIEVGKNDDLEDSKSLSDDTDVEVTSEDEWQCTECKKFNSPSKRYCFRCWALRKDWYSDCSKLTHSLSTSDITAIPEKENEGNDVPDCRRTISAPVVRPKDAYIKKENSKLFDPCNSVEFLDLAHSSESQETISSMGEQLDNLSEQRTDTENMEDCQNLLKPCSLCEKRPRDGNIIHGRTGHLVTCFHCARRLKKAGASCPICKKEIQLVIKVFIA
# Target sequence (Q00987 whole entry, looked up): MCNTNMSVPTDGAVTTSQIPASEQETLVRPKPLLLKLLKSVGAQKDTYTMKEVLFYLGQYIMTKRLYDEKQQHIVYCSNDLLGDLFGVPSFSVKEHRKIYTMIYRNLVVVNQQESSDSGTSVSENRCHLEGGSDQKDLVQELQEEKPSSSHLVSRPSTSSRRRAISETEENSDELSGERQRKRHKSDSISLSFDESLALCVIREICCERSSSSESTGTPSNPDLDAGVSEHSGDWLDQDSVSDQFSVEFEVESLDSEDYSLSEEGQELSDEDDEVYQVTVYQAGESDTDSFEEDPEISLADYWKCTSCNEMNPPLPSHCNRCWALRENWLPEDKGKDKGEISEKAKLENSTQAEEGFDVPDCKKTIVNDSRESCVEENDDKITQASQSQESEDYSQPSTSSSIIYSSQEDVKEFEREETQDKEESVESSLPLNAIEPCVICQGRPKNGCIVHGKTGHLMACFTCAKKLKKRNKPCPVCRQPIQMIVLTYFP
# APJ ag: APJ receptor agonism. P35414. CHO-K1 APJ PathHunter beta-arrestin, luminescence; 0% DMSO wells, 100% apelin. activation, % at 20 µM. 330,000 compounds, 0.11% hits;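 active = activation more than six SD over the plate average, tested at 20 µM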;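 also: 0% = DMSO alone and 100% = apelin-13 at 10 nM; some results filed as inactive read as strong as hits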
#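 Test system – PathHunter CHO-K1 APJ (AGTRL-1) beta-arrestin reporter cells · Input – 1000 cells/well · Compound – single test compound dose, 20 µM final, 1% DMSO · Times – compound stimulation 90 min at 25 °C, detection 60 min · Technique – beta-gal luminescence · Read-out basis – APJ–arrestin association signal · Control set – negative DMSO alone, positive Apelin-13 at 10 nM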
# NALP3 yeast inh: inhibitors of NALP3 inflammasome in yeast | Yeast reconstituted NLRP3/ASC/caspase-1, beta-gal luminescence, 24 h | inhibition, % at 10 µM | 330,000 compounds, 0.39% hits | AID 2825;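 active = inhibition of 50% or more; inactive = inhibition below 50%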;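 also: plate controls were induced DMSO wells for no effect and uninduced yeast grown without galactose for full effect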
# tim23-1 inh: inhibits growth of tim23-1 mutant yeast | S. cerevisiae tim23-1 growth, BacTiter-Glo luminescence, 24 h | 330,000 compounds, 1.3% hits | inhibition, % at 20 µM | AID 463212;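 active = growth inhibition of the mutant yeast at or above 50%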;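 also: temperature-sensitive mutant grown at 25 °C; plate controls were DMSO-treated mutant yeast for no effect and medium wells lacking yeast for full effect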
# The depositor's hits bear a star; / = no result given. Not all compounds are listed. The share of hits here may be higher or lower than overall.
# Under each structure: tim23-1 inh	APJ ag	TIM10 inh	tim10-1 inh	Mdm2 MdmX PPI	XBP1 UPR activ	UPR CHOP act	GRIN3A LBD mod	NALP3 yeast inh
Cc1cccc(-n2c(C)nc3ccccc3c2=O)c1C
  11.1	-1.8	7.7	7.8	-10.9	-3.8	-2.3	0.1	3.6
O=P(Oc1ccccc1)(Oc1ccccc1)C(O)c1ccccc1 (centres undefined)
  17.7	-3.9	16.6	21.0	6.7	-3.0	-0.8	-0.2	19.7
Cc1cccc([N+](=O)[O-])c1
  6.1	-4.3	6.4	6.0	24.8	-2.8	-1.6	0.1	3.7
Cc1cc(OCC(=O)OC(C)C)c2c3c(c(=O)oc2c1)CCCC3
  -3.2	-5.1	4.6	4.3	24.1	1.0	-0.8	-0.5	23.4
COC(=O)C1=C(c2ccc(F)cc2OCc2ccccc2)C[C@@H]2CC[C@H]1N2C(=O)NCc1cc(C)oc1C(F)(F)F
  19.0	-5.4	8.2	3.6	44.7	1.2	3.8	-2.4	12.3
COc1ccc(-n2c(/C=C3\C(=O)Nc4ccccc43)nc3ccccc3c2=O)cc1
  12.1	2.6	-2.5	-1.1	21.6	0.8	-0.6	0.5	17.4
CC(C)N1CCN(Cc2cccc3c2OCO3)CC1CCO (centres undefined)
  7.1	-1.5	2.3	12.7	-7.0	-1.5	-1.1	-1.0	0.1
O=P(OCC(F)(F)C(F)F)(N1CCOCC1)N1CCOCC1
  14.9	0.9	1.9	6.2	12.3	-1.5	0.3	-0.2	-6.5
CCOC(=O)C1=C(C)OC(N)=C(C(=O)OCC)C12C(=O)Nc1ccc(Br)cc12 (centres undefined)
  18.7	2.4	10.3	-5.9	22.4	-2.4	-0.4	3.6	28.4
O=c1[nH]c(=O)n(-c2cccc(Cl)c2)c(O)c1/C=N/c1ccccn1
  5.6	-1.2	-7.9	-4.1	12.2	-3.5	-1.5	-0.2	21.0
CC(NCc1ccc(Cl)cc1Cl)C(O)c1ccccc1 (centres undefined)
  -17.6	-1.2	10.2	8.4	-22.8	0.4	2.6	1.0	17.1
Cn1c(O)c(C=NCc2ccco2)c(=O)n(C)c1=O
  1.5	4.3	0.0	-5.3	-8.4	-3.2	-1.0	4.0	2.1
COC(=O)C1=C(c2ccc(C(C)=O)cc2)C[C@@H]2CC[C@H]1N2C(=O)N1CCOCC1
  0.4	-0.8	1.7	-2.8	22.7	0.9	-0.4	2.0	8.8
COc1ccc2c(c1OC)C(=O)OC2C1c2cc3c(cc2CCN1C)OCO3 (centres undefined)
  18.3	-2.5	-11.0	7.3	1.4	-1.8	-2.0	-0.2	22.2
Cc1cc(N2CCN(C)CC2)nc2ccccc12
  -11.7	-1.9	-10.1	-14.2	11.5	-3.3	1.3	-5.1	22.8
O=C1C2CCN(CC2)C1Cc1ccccc1O (centres undefined)
  2.4	-2.0	6.3	1.4	-3.0	-3.3	-0.1	-0.2	14.7
CCc1ccc(OCC(=O)N2CCN(Cc3ccc4c(c3)OCO4)CC2)cc1
  28.2	-5.2	-6.3	14.2	-27.5	-1.2	2.1	0.3	12.1
O=C(CCNC(=O)N1C[C@H]2C[C@@H](C1)c1cccc(=O)n1C2)Nc1cccc(Cl)c1
  -3.4	-4.7	-5.6	-20.3	20.0	-0.3	-0.1	-0.5	-5.8
CCCC/C(=N\O)c1c[nH]c2ccccc12
  13.8	-4.0	8.5	12.9	16.3	-3.0	-2.1	1.1	48.7
C=CCN1C(=O)NC(=O)/C(=C/c2ccc(OC)c(COc3ccc(NC(C)=O)cc3)c2)C1=O
  17.5	-4.1	-6.3	-3.0	10.8	0.9	0.0	-7.4	5.6
NC(=O)c1ccc(C(=O)Nc2ccc([As](=O)(O)O)cc2)cc1
  9.9	-3.2	6.1	-11.9	-28.1	1.2	0.5	/	-1.8
CCCNC(=O)c1c(N)n(Cc2ccc3c(c2)OCO3)c2nc3ccccc3nc12
  11.5	-2.5	20.4	33.2	42.3	9.4	0.5	20.6*	-7.7
COc1ccccc1-n1c(Cc2ccccc2)nc2ccccc2c1=O
  17.8	-4.5	3.0	1.7	14.3	2.6	0.3	-0.6	8.0
CCOc1ccccc1-n1c(O)c(C=NCCCn2ccnc2)c(=O)[nH]c1=O
  -7.4	-1.7	8.5	4.2	6.1	4.9	1.3	1.7	17.6
Cn1c(O)c(C=Nc2ccccc2-c2ccccc2)c(=O)n(C)c1=O
  -2.9	-6.7	-16.0	-5.2	13.0	5.0	1.1	-1.3	12.2
Cc1nn(C)c(C)c1/C=C1/CC2C3CC=C4CC(O)CCC4(C)C3CCC2(C)C1=O (centres undefined)
  20.5	4.3	11.0	13.1	6.8	0.1	1.1	-0.9	34.1
CCOc1ccc(Cl)cc1CNCCc1ccc(F)cc1
  -0.3	-3.6	13.7	1.3	1.6	-3.9	0.3	-0.8	3.0
CCOc1ccc(NC2=NCCCS2)cc1
  13.2	2.5	-18.3	4.1	6.4	-1.9	0.3	-0.3	13.7
COC(=O)C1=C(c2cc3ccccc3s2)C[C@@H]2CC[C@H]1N2C(=O)N1CCC(C)CC1
  35.8	2.3	28.2	19.1	-9.8	-4.6	-1.0	9.7	19.0
N/C(=N\[N+](=O)[O-])N/N=C/c1ccc(O)cc1
  18.9	-2.4	-2.5	1.6	7.0	0.9	-2.4	-1.4	2.4
Cc1cc(N=Nc2ccccc2C)ccc1N
  63.5*	-4.8	22.4	22.3	-146.2	6.5	4.6	-8.5	40.7
O=C(O)CCn1cc(C=C2C(=O)NC(=O)NC2=O)c(-c2cc3ccccc3oc2=O)n1
  -10.0	-3.3	-0.7	5.3	11.8	-0.3	-1.1	-2.0	6.6
COc1cc(OC)c(OC)cc1CNCCc1ccc(F)cc1
  -18.7	-2.1	0.6	-14.9	4.6	-2.6	1.8	0.0	12.9
O=c1[nH]c2ccccc2o1
  -7.0	-1.7	-6.3	1.1	9.4	0.1	1.2	-0.5	-3.8
OCCN1C2CCC1CC(O)(c1ccc(F)cc1)C2 (centres undefined)
  5.5	0.8	2.4	10.5	-16.8	-3.1	1.3	0.9	2.3
CN1CCN(/N=C/c2c(O)n(Cc3ccc(F)cc3)c(=O)[nH]c2=O)CC1
  -13.7	-5.3	3.5	2.8	-3.6	0.0	1.0	2.6	7.6
COc1ccc(N2C(=O)NC(=O)/C(=C/c3cccc(OC(=O)c4cccs4)c3)C2=O)cc1Cl
  9.4	-3.8	7.4	17.4	3.9	1.8	0.5	-0.6	-3.0
CN1CCN(c2cc(N3CCNCC3)ccc2[N+](=O)[O-])CC1
  12.3	-1.0	-7.6	3.0	0.6	-3.8	-1.1	-1.1	9.4
CCCc1nnc(NC(=O)CCC(=O)N2CCN(CCOC(c3ccccc3)c3ccccc3)CC2)s1
  9.3	-2.9	-5.7	-10.9	11.9	0.0	-1.1	-3.9	12.3
O=C(Cc1ccccc1)OCn1nnc2ccccc2c1=O
  13.3	-4.0	-3.1	-1.7	15.2	-2.2	-1.9	0.5	15.0
CCOc1ccc(N=C2SCCCN2C)cc1
  -1.3	-2.2	-3.6	9.7	4.3	-1.6	0.1	-1.7	7.9
CCn1c(O)c(C=NCCN2CCOCC2)c(=O)n(CC)c1=S
  10.7	-4.5	-10.1	3.4	46.4	0.9	3.6	2.2	32.9
CCOC(=O)C1(CCOc2ccccc2)CCN(Cc2cccc(O)c2)CC1
  7.6	1.1	-9.4	10.0	22.4	-6.2	0.6	-0.8	28.2
COc1cccc(-n2c(C)nc3ccccc3c2=O)c1
  13.4	3.1	0.9	0.9	16.1	-1.7	-1.1	-0.2	13.4
CC(C)N1CCC2(CC1)NC(CO)(CO)CO2
  9.4	-0.1	3.4	9.2	18.2	-0.9	-1.6	-1.7	4.7
COc1ccccc1OCC(=O)N1CCCC(N2CCN(c3ccc(F)cc3)CC2)C1 (centres undefined)
  15.8	-0.4	-8.6	0.3	11.2	-2.0	1.2	1.0	1.7
COc1ccc2c3c1OC1C(O)C=CC4[C@@H](C2)N(C)CC[C@]314 (some centres undefined)
  13.5	-3.0	4.5	11.4	-3.8	-2.7	-1.5	-1.7	-3.6
O=C1/C(=C\c2cc3c(cc2Br)OCO3)N2CCC1CC2
  47.6	2.2	28.2	52.9*	-4.6	-1.0	0.1	-2.8	-2.7
CC1CN=C(NCCc2ccccc2)S1 (centres undefined)
  10.1	-4.1	0.3	14.7	-8.7	-0.2	1.6	0.6	3.7
CN1CCCN(c2ccc([N+](=O)[O-])nc2)CC1
  19.3	-1.8	-2.8	19.8	-47.2	-1.2	-0.3	-1.8	13.6
CN1C(=O)/C(=C\c2ccc(N3CCCCC3)o2)C(=O)NC1=S
  7.5	-5.7	0.8	10.2	-48.5	1.2	1.1	-0.9	31.8
COc1ccc2c(c1)NP(=S)(Oc1ccccc1)N2 (centres undefined)
  -0.7	-0.5	8.1	-22.8	-12.7	-4.6	7.1	-0.5	15.9
Cc1cccc(CNCCc2ccccc2)n1
  0.1	-1.1	-21.5	1.5	-0.9	-0.9	1.6	5.6	-4.8
FC(F)(F)/C(=N\P(=S)(N1CCOCC1)N1CCOCC1)N1CCOCC1
  9.0	-3.7	9.7	2.4	8.1	2.7	0.8	2.0	5.2
CC(C)c1c(CN(C)C(C)Cc2ccccc2)n(C)n(-c2ccccc2)c1=O (centres undefined)
  48.4	-2.7	27.5	34.5	-0.7	-4.6	0.4	-0.8	12.5
Cc1ccc(O)c(C(=O)c2cc(C(=O)NCc3ccccc3)c(=O)n(Cc3ccccc3)c2)c1
  9.9	-5.5	3.5	-1.1	18.7	-2.0	-1.0	-10.7	8.6
O=C(CN1CCN(Cc2ccc(Cl)cc2)C1=O)N1CCC2(CC1)OCCO2
  9.3	-0.9	-8.1	4.3	-3.7	0.2	2.8	-4.0	13.2
C[N+]1(C)[C@@H]2CC[C@H]1CC(OC(=O)C(c1ccccc1)c1ccccc1)C2 (some centres undefined)
  -5.2	-4.3	-2.4	0.4	11.5	-2.8	-1.9	0.2	-3.8
CC(=NCCN1CCCCC1)c1c(O)n(-c2ccccc2)c(=O)[nH]c1=O
  3.2	5.1	15.0	-0.7	-30.5	-1.6	-0.1	0.5	19.2
O=C(CCS(=O)(=O)c1ccc(Br)cc1)N1CCC2(CC1)OCCO2
  14.7	1.8	4.1	11.6	-4.1	-4.4	3.8	-0.2	1.1
CCCCn1c(O)c(C(CC)=NCCN2CCOCC2)c(=O)[nH]c1=O
  8.1	-3.0	-1.6	1.9	3.0	-1.8	-1.5	-1.2	26.9

# Screening data from PubChem.
